TSG101-PTAP inh – blocks PTAP binding to human TSG101, validation; Q99816; Fluorescence polarization, FITC-PTAP peptide/Tsg101, 20 min; Potency, µM (series often up to 115 µM), without a hit: at the highest dose activity change, negative = inhibition, hits mostly inhibitors; 44,000 tested, under 10 active; AID 1347069; further: potency means the concentration at half of the fitted maximal effect; 0% is about no effect
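Compounds pinned into 10 uM Tsg101 binding domain, then 50 nM FITC-PTAP peptide added in pH 7.5 HEPES buffer; FP read after 20 min, room temperature. Total S+P intensity flags fluorescent compounds; active cut-off <25 µM, efficacy <60%.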
p53null 39C kill – selectivity test: cytotoxicity in p53 null cells, nonpermissive temperature; H1299 p53-null (neo) cells, 39C, ATPlite viability, 24 h; Potency, µM (titrated, usually from 46.1 µM), for the others: at the top dose activity, negative = cell killing, usual class: cytotoxic; 55,000 tested, 0.97% active; AID 904;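 further: potency means the concentration at half of the fitted maximal effect; 0% = DMSO only and -100% = full killing by 100 µM tamoxifen; nearly all actives have a fitted effect of over 50% in size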
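Luminescent ATP signal reported cell survival after H1299 lines (neo, p53 null; or p53 A138V) received up to 46 uM compound and 24 hr incubation at 39C.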
p53null 32C tox – kills p53 null cells at the permissive temperature; 55,000 tested, 0.62% active; H1299-neo p53 null cells, ATP luminescence, 24 h, 32C; Potency, µM (titrated, usually from 46.1 µM), for inactives: at the top dose activity change, negative = cytotoxicity, actives largely listed as cytotoxic;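 further: potency means the concentration at half of the fitted maximal effect; 0% = DMSO only and -100% = full killing by 100 µM tamoxifen; nearly all actives have a fitted effect of over 55% in size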
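H1299-neo, 600 cells/well; overnight 37C; cpd up to 46 uM, 24 h at 32C; ATPlite luminescence after 20 min RT; normalized to DMSO (0%) and tamoxifen 100 uM (100% kill); Hill-fit AC50.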
B2AR arrestin ag – ADRB2 beta-arrestin recruitment; P07550; HTLA Tango cells, beta-arrestin recruitment, luciferase luminescence, 18 h; Potency, µM (top dose mostly 46.1 µM), without a hit: at the top dose activation, most hits filed as activators; 44,000 tested, under 10 active;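 further: potency means the concentration at half of the fitted maximal effect; 0% = DMSO and full agonism = EC100 isoproterenol or metaproterenol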
Target sequence (P07550 whole entry, looked up): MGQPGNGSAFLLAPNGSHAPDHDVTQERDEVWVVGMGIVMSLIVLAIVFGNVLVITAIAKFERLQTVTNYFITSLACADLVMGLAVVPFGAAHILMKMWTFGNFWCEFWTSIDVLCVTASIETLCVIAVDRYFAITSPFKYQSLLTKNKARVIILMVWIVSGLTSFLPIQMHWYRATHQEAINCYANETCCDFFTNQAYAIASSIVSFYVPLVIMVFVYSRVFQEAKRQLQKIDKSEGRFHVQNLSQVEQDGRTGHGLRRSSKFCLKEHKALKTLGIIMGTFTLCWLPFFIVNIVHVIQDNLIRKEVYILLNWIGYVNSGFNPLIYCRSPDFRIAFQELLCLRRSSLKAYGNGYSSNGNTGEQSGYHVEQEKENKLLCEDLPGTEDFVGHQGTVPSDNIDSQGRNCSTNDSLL
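Luminescence read-out: arrestin recruitment to recombinant beta2-AR releases tTA, inducing luciferase. Cells exposed 18 hr at 37 degrees C to up to 46 microM compound; %Activity from corrected signal, concentration-response curves classified by r2, magnitude and efficacy.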
GALK inh – inhibits human galactokinase | AID 1347072 | Potency, µM (highest dose often 57.5 µM), for the others: top-dose activity, negative = inhibition, hits mostly inhibitors | P51570 | recombinant GALK, Kinase-Glo ATP luminescence, 1 h | 44,000 tested, under 10 active;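 further: plate controls were full GALK reaction for no effect and reaction lacking GALK for full effect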
Target sequence (P51570 whole entry, looked up): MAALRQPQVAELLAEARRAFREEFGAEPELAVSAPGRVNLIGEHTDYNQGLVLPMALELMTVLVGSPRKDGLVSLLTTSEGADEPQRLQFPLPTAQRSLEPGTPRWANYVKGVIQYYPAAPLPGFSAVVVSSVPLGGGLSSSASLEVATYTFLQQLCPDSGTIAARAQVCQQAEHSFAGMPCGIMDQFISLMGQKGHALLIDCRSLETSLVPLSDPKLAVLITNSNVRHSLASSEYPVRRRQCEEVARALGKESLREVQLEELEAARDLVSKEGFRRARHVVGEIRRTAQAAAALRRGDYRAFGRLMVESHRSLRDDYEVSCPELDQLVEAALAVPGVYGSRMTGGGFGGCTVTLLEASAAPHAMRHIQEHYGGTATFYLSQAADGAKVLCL
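Reactions with and without enzyme served as controls. GALK at 5 nM phosphorylates 100 uM galactose using 35 uM ATP (HEPES pH 8.0, Mg2+) for 1 h at RT, with luminescence read 10 min after adding Kinase-Glo Plus.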
FH mod – Identification of activators of human fumarate hydratase by quantitative high-throughput screening | Fumarate hydratase, mitochondrial (Homo sapiens), P07954 | FH coupled MDH/diaphorase resazurin fluorescence, 15 min | Potency, µM (top dose mostly 79.9 µM), without a hit: top-dose activity change, negative = inhibition, most hits filed as inhibitors | 54,000 tested, 0.22% active; further: potency means the concentration at half of the fitted maximal effect; on the % scale 0 is the no-effect control and ±100 the full control effect; the screen sought activators but most active calls are inhibition curves; nearly all actives have a fitted effect of over 45% in size
NTMT1 inh – inhibitors of human N-terminal methyltransferase NTMT1; Q9BV86; NTMT1 MTase-Glo SAH luminescence, purified enzyme; Potency, µM (series often up to 114 µM), for inactives: at the highest dose activity change, negative = inhibition, actives largely listed as inhibitors; 59,000 tested, 2.5% active;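 further: potency means the concentration at half of the fitted maximal effect; plate controls were DMSO vehicle for no effect and no enzyme for full effect; nearly all actives have a fitted effect of over 65% in size; many of its hits are not listed in these tables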
Starred values were filed as active, the others as inactive; ? = inconclusive; nt = no result given; [ ] = another dose, or the depositor's remark. The call rests on the fitted dose curve; in most records, active means well fitted curve in the direction sought with a large enough effect; inconclusive means small, poorly fitted or top-dose-only effect, or another doubt; inactive means no such curve, though single readings can be large; an effect the other way counts as inactive or inconclusive. Only part of the results is shown; the hit share may differ from the screen's.

SMILES,p53null 39C kill,GALK inh,TSG101-PTAP inh,p53null 32C tox,FH mod,NTMT1 inh,B2AR arrestin ag
COc1ccc(CCNS(=O)(=O)c2cc(-c3onc(C)c3C)ccc2OC)cc1OC,-27%,-1%,1%,6%,1%,5%,1%
CCOc1ccc(NC(=O)CCc2c(C)nn(-c3ccc(N4CCCC4)nn3)c2C)cc1,-17%,-2%,0%,-3%,nt,nt,0%
CCOc1ccc(/C=C/c2nc(C#N)c(NC(C)CC)o2)cc1 (stereo unspecified),?,8%,-3%,18%,-11%,19%,-1%
CCOc1ccc(CNC(=O)c2cnc3sc(N4CCOCC4)nn3c2=O)cc1OC,-6%,2%,0%,-8%,-1%,-14%,0%
O=C(OCc1cccc(C(F)(F)F)c1)c1ccc(-c2nnn(Cc3ccc(F)cc3)n2)cc1,3%,0%,1%,-27%,2%,7%,1%
CC(NC(=O)Cn1c(=O)oc2cc(S(=O)(=O)N3CCCCCC3)ccc21)c1ccccc1 (stereo unspecified),-8%,8%,-5%,2%,3%,-18%,-4%
O=C(CC1NCCNC1=O)Nc1ccc(F)c(Cl)c1 (stereo unspecified),nt,0%,-7%,nt,-2%,11%,0%
CCOc1ccc(C2c3c(-c4cc(C)ccc4O)n[nH]c3C(=O)N2Cc2cccnc2)cc1OCC (stereo unspecified),12%,3%,1%,-4%,-15%,7%,1%
Cc1ccc(-n2ncc3c(N4CCCCCC4)ncnc32)cc1,11%,0%,-13%,3.2µM*,-11%,-25%,-2%
COc1ccccc1-c1cc(C(=O)Nc2cc(Cl)ccc2O)no1,-12%,4%,2%,-4%,nt,nt,0%
Cc1cccc(CN2C(=O)c3ccccc3Sc3ccc(C(=O)N4CCCC4)cc32)c1,-14%,-6%,-5%,6%,-13%,1%,?
CCc1ccc(CN(C(=O)c2ccc(OC)cc2)C2CCS(=O)(=O)C2)cc1 (stereo unspecified),1%,0%,2%,-2%,-4%,-6%,-2%
CN(C)c1ccc(CNC(=O)c2ccc(Cn3c(SCc4ccccc4)nc4cccnc43)cc2)cc1,?,4%,-3%,?,-22%,-1%,0%
Cc1ccc(-n2ncc3c(NC4CCCCC4)ncnc32)cc1Cl,18%,0%,-1%,?,-21%,-6%,0%
COc1cccc(N2C(=O)CSC23C(=O)N(Cc2ccccc2)c2ccccc23)c1 (stereo unspecified),3%,1%,0%,10%,-18%,-18%,-1%
COc1cc(/C=C(\C#N)c2nc3ccc(C)cc3[nH]2)ccc1OC(C)C,-19%,-3%,1%,-16%,-4%,0%,0%
COc1ccc(CNC(=O)CSc2ncc3c(n2)-c2cc(Cl)ccc2N(Cc2ccccc2)S3(=O)=O)cc1OC,-6%,-2%,1%,4%,-3%,-4%,-1%
Fc1cccc(CSc2ccc(-c3cccs3)nn2)c1,-26%,4%,1%,?,-5%,-5%,1%
O=C(NCc1ccco1)c1ccc2c(c1)N(Cc1ccccc1)C(=O)c1ccccc1S2,18%,-2%,-1%,2%,-22%,-1%,3%
Cc1cc(C)c(NC(=O)c2oc3c(c2C)-c2[nH]ncc2CC3)c(C)c1,-15%,0%,1%,-13%,-10%,-18%,-2%
CCNC(=O)CC1C(=O)N(c2ccc(F)cc2)C(=O)N1Cc1ccc(OC)c(OC)c1 (stereo unspecified),1%,1%,-4%,0%,-1%,7%,0%
CCOC(=O)c1ccc(N2C(=O)c3[nH]nc(-c4ccccc4)c3C2c2cccs2)cc1 (stereo unspecified),62%[activator],0%,-2%,16%,-22%,-5%,0%
CCC(=O)N1CCc2cc(S(=O)(=O)NCc3ccc(C)cc3)ccc21,5%,-9%,-8%,-4%,-4%,3%,1%
COc1ccc(-c2nc3ccccc3s2)cc1NC(=O)COc1ccccc1C,-18%,10%,0%,6%,0%,8%,1%
CCCCNC(=O)C(CC)Sc1nnc(-c2ccc(OC)c(OC)c2)c(-c2ccc(OC)c(OC)c2)n1 (stereo unspecified),8%,-1%,1%,-1%,1%,21%,-1%

Limited to TSG101-PTAP inh, for three of the compounds above:
| mol | TSG101-PTAP inh |
| --- | --- |
| COc1ccc(CCNS(=O)(=O)c2cc(-c3onc(C)c3C)ccc2OC)cc1OC | 1% |
| CCOc1ccc(NC(=O)CCc2c(C)nn(-c3ccc(N4CCCC4)nn3)c2C)cc1 | 0% |
| CCOc1ccc(/C=C/c2nc(C#N)c(NC(C)CC)o2)cc1 (stereo unspecified) | -3% |

The list goes on:
SMILES,p53null 39C kill,GALK inh,TSG101-PTAP inh,p53null 32C tox,FH mod,NTMT1 inh,B2AR arrestin ag
O=C(COc1ccc(F)cc1)OCc1cc(=O)n2nc(C3CCCCC3)sc2n1,-10%,0%,1%,2%,19%,13%,1%
Cc1ccc(CSc2nc3ccncc3n2Cc2nc(-c3ccc(Cl)cc3)oc2C)cc1,?,6%,-2%,?,-2%,?,-3%
COc1ccccc1-c1nnc(SCC(N)=O)o1,-14%,0%,0%,3%,0%,1%,-4%
COc1ccccc1N1CCN(C(=O)c2cc3c(=O)n(Cc4cccnc4)ccc3nc2C)CC1,-6%,2%,0%,-5%,2%,5%,0%
O=C(COCc1cc(-c2cccs2)on1)Nc1ccc(OC(F)(F)F)cc1,-15%,1%,0%,-11%,-4%,1%,0%
COc1ccccc1CNC(=O)c1cn(C)c2ccc(S(=O)(=O)N(C)C3CCCCC3)cc2c1=O,-15%,2%,-6%,0%,?,-7%,0%
O=C(NCCc1csc2nc(-c3ccc(F)cc3)nn12)c1ccco1,-11%,0%,-1%,-5%,-5%,-1%,0%
CN(c1ccc(F)cc1)S(=O)(=O)N1CCCC(C(=O)NCc2ccccc2Cl)C1 (stereo unspecified),-31%,2%,1%,1%,-21%,5%,1%
O=C(Nc1cccc(Cl)c1)c1ccc2c(c1)CCN2S(=O)(=O)c1ccccc1,-8%,1%,-1%,2%,-23%,7%,-2%
CC(C)c1ccc(NC(=O)CSc2nc(=O)n(Cc3ccccn3)c3c2CCC3)cc1,?,4%,9%,-5%,?,18%,9%
CCn1cc(S(=O)(=O)c2ccccc2)c(=O)c2cc(F)c(F)cc21,-22%,-1%,-1%,-5%,-26%,?,-2%
O=C(NCc1cccc(Cl)c1)c1ccc(NC(=O)N2CCSc3ccccc32)cc1,-8%,7%,11%,8%,-4%,11%,-3%
CCc1ccc2occ(CC(=O)N(Cc3ccccc3)C3CCS(=O)(=O)C3)c2c1 (stereo unspecified),12%,-1%,2%,15%,-7%,0%,0%
Cc1cccc(NC(=O)C2CCN(c3nc4ccccc4[nH]3)CC2)c1C,-12%,0%,-4%,-14%,3%,12%,0%
O=C(Cn1c(=O)nc(-c2ccccc2F)c2cc(Cl)ccc21)Nc1ccccc1C(F)(F)F,-15%,0%,-10%,-3%,-4%,-7%,0%
CCc1nn(C(CC)C(=O)NCc2ccc(OC)c(OC)c2)c(=O)c2cc3oc(C)cc3n12 (stereo unspecified),-18%,7%,-4%,-9%,-1%,-3%,0%
CC(C)Oc1ccc(CNC(=O)C2CCN(C(=O)c3sccc3-n3cccc3)CC2)cc1,-8%,7%,-1%,-7%,-4%,-6%,1%
CCC1CN(C(=O)N2CCC(C(=O)N3CCN(c4ccc(F)cc4)CC3)CC2)c2ccccc2O1 (stereo unspecified),-20%,5%,0%,5%,-17%,-10%,0%
Cc1cccc(CSc2nc(=O)c3c(n2C)NC(=O)CC3c2cccc(O)c2)c1 (stereo unspecified),-3%,1%,-5%,1%,8%,-3%,-4%
COCCNC(=O)Cc1ccc(NC(=O)N2CCCCc3ccccc32)cc1,11%,-1%,0%,-13%,-3%,0%,2%
COc1cc(NC(=O)N2CCSc3ccccc32)cc(OC)c1OC,-10%,-6%,-9%,-12%,-1%,-2%,0%
CNC(=O)c1ccc(-c2nc(CN3CCc4ccccc43)c(C)o2)cc1,-7%,-4%,-3%,2%,-16%,?,0%
Cc1c(C(=O)Nc2cccc(Cl)c2)sc2nc3n(c(=O)c12)N=C(c1cccc(Br)c1)CS3,12%,-1%,3%,3%,-1%,15%,-1%
CN(c1ccccc1)S(=O)(=O)c1nnc(NC(=O)c2ccccc2)s1,-16%,3%,10%,-17%,-11%,33%[activator],0%
COc1ccc(-c2nn3c(-c4ccc(OC)cc4)nnc3c3ccccc23)cc1,5%,4%,2%,-8%,4%,14%,0%
Cc1ccc(N2CC(NC(=O)C(=O)c3c[nH]c4ccccc34)CC2=O)cc1 (stereo unspecified),15%,2%,-6%,2%,2%,2%,-3%

Arranged by SMILES length (largest number first): part of the list above.
SMILES,p53null 39C kill,GALK inh,TSG101-PTAP inh,p53null 32C tox,FH mod,NTMT1 inh,B2AR arrestin ag
Cc1ccc(N2CC(NC(=O)C(=O)c3c[nH]c4ccccc34)CC2=O)cc1 (stereo unspecified),15%,2%,-6%,2%,2%,2%,-3%
O=C(COCc1cc(-c2cccs2)on1)Nc1ccc(OC(F)(F)F)cc1,-15%,1%,0%,-11%,-4%,1%,0%
COc1ccccc1-c1nnc(SCC(N)=O)o1,-14%,0%,0%,3%,0%,1%,-4%

Gathered by group, those above with a CF3 group (three)
SMILES,p53null 39C kill,GALK inh,TSG101-PTAP inh,p53null 32C tox,FH mod,NTMT1 inh,B2AR arrestin ag
O=C(OCc1cccc(C(F)(F)F)c1)c1ccc(-c2nnn(Cc3ccc(F)cc3)n2)cc1,3%,0%,1%,-27%,2%,7%,1%
O=C(COCc1cc(-c2cccs2)on1)Nc1ccc(OC(F)(F)F)cc1,-15%,1%,0%,-11%,-4%,1%,0%
O=C(Cn1c(=O)nc(-c2ccccc2F)c2cc(Cl)ccc21)Nc1ccccc1C(F)(F)F,-15%,0%,-10%,-3%,-4%,-7%,0%
